Bioassay records (PubChem)
BoNT-F LC inh: BoNT F light chain protease inhibition; Multiplex microsphere protease cleavage assay, flow cytometry; inhibition, % at 10 µM; 360,000 compounds, 0.22% hits; in the data active = inhibition above about 35%, passing the limit was not always enough; inconclusive = no clear call, values can overlap the other calls; also: plate controls were buffer without enzyme for full effect and enzyme alone for no effect
FadD28 binding: blocks FadD28 binding to the bisubstrate probe; inhibition, % at 12.5 µM; fluorescence polarization; 360,000 compounds, 0.22% hits; in the data active = inhibition above about 8.5%, passing the limit was not always enough; inconclusive = no clear call, values can overlap the other calls
BoNT-A LC inh2: inhibitors of Botulinum neurotoxin A light chain protease. multiplex microsphere protease substrate cleavage, flow cytometry. 360,000 compounds, 0.17% hits. inhibition, % at 10 µM; also: plate controls were buffer without enzyme for full effect and enzyme alone for no effect
Mtb BioA inh: blocks M. tuberculosis BioA enzyme activity; 360,000 compounds, 0.096% hits; purified M. tuberculosis BioA enzyme, plate reader; inhibition, % at 9.99 µM; in the data active = inhibition above about 40%; inconclusive = no clear call, values can overlap the other calls
GDH-TPI counter: counter-screen for M. tuberculosis FBA inhibitors: GDH-TPI coupled enzymes | GDH-TPI coupled enzyme counterscreen, NADH absorbance | inhibition, % at 4.8 µM | 360,000 compounds, 1.2% hits | AID 588335; in the data active = inhibition above about 30%;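 also: 0% = DMSO wells and 100% = wells lacking the enzyme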
PfHsp40 rescue: compounds rescuing yeast from Plasmodium falciparum HSP40 toxicity; S. cerevisiae expressing PfHsp40, growth rescue, ATP luminescence; growth rescue, % at 12.5 µM; 340,000 compounds, 0.68% hits; AID 504582; in the data active = growth rescue above about 28%, passing the limit was not always enough; inconclusive = no clear call, values can overlap the other calls;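 also: yeast W303a lacking pdr1 and pdr3 grown in galactose medium; growth measured after three days at 30 °C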
Anthrax LF inh2: blocks Bacillus anthracis lethal factor protease | multiplex microsphere protease cleavage assay, LF | inhibition, % at 10 µM | 360,000 compounds, 0.12% hits; also: plate controls were buffer without enzyme for full effect and enzyme alone for no effect
Mtb FBA inh: Mtb fructose-bisphosphate aldolase inhibition. P9WQA3. purified M. tuberculosis FBA, fluorescence read-out. inhibition, % at 1 µM. 360,000 compounds, 2.3% hits. AID 588726; in the data active = inhibition above about 27%;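 also: 0% = vehicle and 100% = reference inhibitor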
Target sequence (P9WQA3 whole entry, looked up): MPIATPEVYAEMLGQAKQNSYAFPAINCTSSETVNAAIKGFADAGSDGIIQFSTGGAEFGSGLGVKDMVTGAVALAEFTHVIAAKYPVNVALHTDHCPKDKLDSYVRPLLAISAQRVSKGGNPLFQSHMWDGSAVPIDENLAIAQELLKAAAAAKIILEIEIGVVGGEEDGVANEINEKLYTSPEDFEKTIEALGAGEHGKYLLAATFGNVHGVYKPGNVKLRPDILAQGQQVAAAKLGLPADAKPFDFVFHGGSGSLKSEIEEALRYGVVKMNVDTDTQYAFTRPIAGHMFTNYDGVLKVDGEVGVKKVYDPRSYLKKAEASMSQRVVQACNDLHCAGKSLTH
UGM FP inh: inhibitors of M. tuberculosis UDP-galactopyranose mutase; P9WIQ1; purified UGM, fluorescence polarization probe displacement; inhibition, % at 10 µM; 320,000 compounds, 0.06% hits; AID 504406; in the data active = inhibition above about 10%, passing the limit was not always enough; inconclusive = no clear call, values can overlap the other calls
Target sequence (P9WIQ1 whole entry, looked up): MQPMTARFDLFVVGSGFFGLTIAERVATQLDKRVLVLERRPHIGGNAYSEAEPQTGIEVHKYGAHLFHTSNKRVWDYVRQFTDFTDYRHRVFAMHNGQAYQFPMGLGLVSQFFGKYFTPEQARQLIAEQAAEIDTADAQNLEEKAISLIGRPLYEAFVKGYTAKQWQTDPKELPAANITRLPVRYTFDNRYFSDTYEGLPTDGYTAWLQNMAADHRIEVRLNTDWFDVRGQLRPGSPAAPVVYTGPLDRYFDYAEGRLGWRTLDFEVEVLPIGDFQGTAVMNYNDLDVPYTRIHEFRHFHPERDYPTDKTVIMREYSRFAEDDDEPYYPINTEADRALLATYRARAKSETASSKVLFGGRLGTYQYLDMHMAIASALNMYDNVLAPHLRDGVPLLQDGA
* = called active by the depositor; u = inconclusive; x = no result given; & = joins results of further samples. Rule as the data show it, unless noted: active = inhibition above about 30%; inconclusive = no clear call, values can overlap the other calls; inactive = below that. Not a hit list. About 4.7% of those tested had a hit in this group.

Values in the order – BoNT-F LC inh	FadD28 binding	BoNT-A LC inh2	Mtb BioA inh	GDH-TPI counter	PfHsp40 rescue	Anthrax LF inh2	Mtb FBA inh	UGM FP inh
- CCN(CC)C(=O)CSc1ncnc2sccc12
    -1	0.3	0.0	x	14	1.5	2	1	-1.5
- O=P1(NC2CCCC2)OCC2(CO1)COP(=O)(NC1CCCC1)OC2 (configuration not stated)
    -6	-3.9	0.4	0.4	8	-1.5	0	-2	x
- COc1cc(C(=O)Nc2ccc(C)cc2)c2ccccc2n1
    27	-0.3	0.8	-3.2	17	0.3	20	2	-1.0
- CC(C)CCNC(=O)C(C)N(Cc1ccc(F)cc1)C(=O)c1ccc(CN2CCCCC2)o1 (configuration not stated)
    6	-2.0	-0.1	x	-9	0.2	1	-2	1.4
- Cc1ccc(C(=O)c2cc([N+](=O)[O-])ccc2N2CCCCC2)c(C)c1
    2	-5.6	3.2	x	11	0.0	2	-1	-0.9
- Cc1ncc(C(O)c2ccccc2)n1Cc1ccccc1 (configuration not stated)
    5	0.2	-0.3	-2.1	5	x	-1	0	x
- CCc1c(C)sc(NC(=O)OC)c1C(N)=O
    -1	0.0	-1.4	-0.5	1	-0.9	2	-1	-2.2
- CCCOc1ccc(C(=O)NC(=S)Nc2nc3ccccc3s2)cc1
    -16	-2.1	-0.8	-1.6	1	1.4	-1	0	-2.8
- FC(F)(F)c1ccc(Nc2nnnc3ccccc23)cc1
    -1	-1.2	-0.6	x	11	-1.2	3	-1	-1.0
- COc1cc(OC)c(NS(=O)(=O)c2cc(C(=O)OCC(=O)NCC3CCCO3)ccc2OC)cc1Cl (configuration not stated)
    -8	-5.3	-1.4	x	-3	-1.1	-3	-1	0.1
- CS(=O)(=O)N1CCN(C(=O)COc2ccccc2)CC1
    -4	-1.9	-0.2	-0.1	-7	-0.5	3	5	1.5
- Cc1ccccc1NC(=O)CCN1CCN(C/C=C/c2ccccc2)CC1
    1	-2.0	1.5	x	2	-1.6	-4	-1	1.7
- Cc1cccc(CC(c2cccc(C)c2)N(C)C)c1 (configuration not stated)
    -2	-1.5	-0.4	-0.2	3	-0.8	-3	1	x
- COc1ccccc1C(c1nnnn1Cc1ccccc1)N1CCC(C(N)=O)CC1 (configuration not stated)
    1	-0.3	-0.8	1.5	6	1.0	0	-3	-1.5
- OC1/C(=C/c2ccccc2C(F)(F)F)N2CCC1CC2 (configuration not stated)
    5	-2.7	-1.2	x	1	-1.8	-6	-2	-0.9
- CCN(Cc1cc(=O)n2ccsc2n1)Cc1nc2ccccc2c(=O)[nH]1
    -4	-1.3	-0.7	0.8	4	-1.0	1	7	-2.4
- C[C@H](CO)N1C[C@H](C)[C@H](CN(C)C(=O)Nc2cccc3ccccc23)Oc2c(NC(=O)c3ccc(-c4nccs4)cc3)cccc2C1=O
    2	-4.2	-0.1	-1.3&0.6	25	1.4	-1	12	-4.2
- COc1cc2c(=O)n(CCC(=O)NCC3CCCO3)c(=O)n(CC(=O)Nc3ccccc3C)c2cc1OC (configuration not stated)
    6	-0.9	-1.3	-3.9	6	5.4	-3	11	1.8
- COc1ccc(S(=O)(=O)N2CCN(c3ccccn3)CC2)cc1[N+](=O)[O-]
    -1	-4.3	0.8	1.1	6	-1.2	3	-3	0.9
- O=C(NC1CCCCC1)C1CC(=O)N(Cc2ccccc2)C1 (configuration not stated)
    5	-4.2	-0.9	3.0	3	0.2	2	1	-0.3
- N=C1C(c2nc(-c3cccc([N+](=O)[O-])c3)cs2)=C(O)CN1NC(=O)c1ccco1
    2	-1.5	0.4	x	22	0.3	1	1	0.7
- CCOC(=O)C1(C)NC(c2ccc(N(C)C)cc2)C2C(=O)N(c3ccc(OC)cc3)C(=O)C21 (configuration not stated)
    -1	0.0	0.1	-2.3	4	2.1	5	0	1.5
- COC(=O)c1cc(Br)c(=O)n(CCc2ccc(O)cc2)c1
    1	-0.4	0.2	2.5	11	-0.2	1	5	-0.2
- CCOC(=O)c1ccc(Oc2nc(OC)cc(OC)n2)cc1
    -2	-1.8	0.5	x	9	0.8	-1	6	2.7
- Cc1c(C)c2ccc(OCC(=O)Nc3ccc(S(N)(=O)=O)cc3)c(C)c2oc1=O
    -4	-0.1	-1.2	x	12	-0.7	-4	41*	-0.7
- COc1ccc(C(=O)N2CCN(C(C)=O)CC2)cc1S(=O)(=O)N1CCOCC1
    -8	-0.6	-1.3	0.3	2	-0.1	-1	18	4.6
- CCOc1ccc(NC(=O)c2ccccc2NC(=O)CNC2CCCC(C)C2C)cc1 (configuration not stated)
    u	-0.3	4.9	0.1	2	-1.5	-1	-2	2.4
- CCOC(=O)C1(CCOC)CCN(Cc2cc3ccccc3s2)CC1
    -6	-1.3	-2.0	-0.6	8	0.8	5	-1	-0.9
- C/C(CC(C)C)=N\NS(=O)(=O)c1ccc(C)c([N+](=O)[O-])c1
    2	-0.5	-0.2	-1.1	4	2.0	-2	3	1.0
- O=C(NC(=S)Nc1cccc(NC(=O)c2ccccc2)c1)c1cccc([N+](=O)[O-])c1
    -6	0.6	-0.2	0.9	6	-0.7	-1	-4	0.2
- COc1ccccc1N1CCN(C(=O)CN2C(=O)c3ccccc3S2(=O)=O)CC1
    -5	0.0	-0.6	0.1	1	0.2	-5	3	-2.1
- Cn1cccc1Cc1nnc(SCC(=O)Nc2nccs2)n1C
    4	-0.4	2.1	-0.2	2	-1.1	-2	1	-0.5
- Cc1csc(=O)n1CC(=O)OCC(=O)NCc1ccc(Cl)cc1Cl
    x	-5.2	x	x	-10	1.1	x	-2	-0.9
- O=C(COc1ccccc1Cl)NC1CC1
    -3	0.5	-1.0	0.7	-9	-1.6	-1	1	0.5
- CN(C)CCOc1ncnc2c1oc1ccccc12
    3	-3.7	3.0	-1.2	7	-1.7	0	2	2.3
- COCCCn1cnc2c(c1=O)c1nc3ccccc3nc1n2-c1ccccc1
    0	-1.9	0.6	-0.4	7	0.4	-3	7	-2.1
- COc1ccc(C(=O)Nc2ccc3nc(N4CCN(C)CC4)cc(C)c3c2)c(OC)c1
    -10	-1.7	-0.3	2.8	6	-1.4	4	0	0.0
- O=C(O)c1cccc2c1Cc1cc(Cl)ccc1-2
    2	-4.6	-0.6	-0.6	4	0.5	6	-2	x
- CCCS(=O)(=O)N1CCCC(C(=O)NCCN(Cc2ccccc2)C(C)C)C1 (configuration not stated)
    0	-2.3	-0.8	1.4	-1	-1.6	-1	0	-0.3
- COc1cc(C(C)=O)ccc1Oc1ccc(S(=O)(=O)N2CCOCC2)cn1
    -4	-2.4	-0.2	8.1	2	-1.2	-2	-2	0.3
- COC(=O)c1c(Cc2ccccc2Cl)c[nH]c1C
    -2	-6.1	-1.0	-0.2	5	-1.4	-1	0	-0.6
- Cc1nn(C(C)C(=O)N/N=C/c2ccc(N(C)C)cc2)c(C)c1[N+](=O)[O-] (configuration not stated)
    u	-3.3	-0.4	-0.7	-1	-0.1	-9	-4	4.2
- CCN1CCN(C(=O)Cn2ncc3ccsc3c2=O)CC1
    -3	-0.9	0.1	0.2	2	-1.4	1	-1	0.4
- CCNC(=S)NNc1ccccc1
    -5	-1.3	-0.1	-1.0	10	-0.9	-10	2	0.7
- CC(O)(CS(=O)(=O)c1ccc(Br)cc1)c1ccccc1 (configuration not stated)
    -18	-0.6	2.9	-0.9	2	0.4	-8	1	0.0
- CCCCn1c(N)c(N(CCOC)C(=O)c2ccc(-n3c(C)ccc3C)cc2)c(=O)[nH]c1=O
    x	-2.3	x	0.3	7	-0.5	x	0	-2.7
- C[C@H](CO)N1C[C@H](C)[C@@H](CN(C)Cc2ccc(C(=O)O)cc2)Oc2c(NC(=O)C3CC3)cccc2C1=O
    -2	-3.9	-0.9	-1.2&-0.6	5	-0.6	-1	-1	-1.8
- COc1ccc(N2CCN(c3nc(NC(C)(C)C)nc(N4CCCCC4)n3)CC2)cc1
    -11	-3.2	-1.1	-1.2	-5	-0.1	-8	1	1.8
- COc1cc(CNCCc2ccc3c(c2)OCO3)cc(OC)c1OC
    -13	-0.7	-1.8	x	-5	2.2	-3	2	x
- O=[N+]([O-])c1ccc2c(c1)S(=O)c1ccccc1-2 (configuration not stated)
    -2	-1.6	0.4	0.5	26	-0.7	6	27*	-0.5

Next part:
Values in the order – BoNT-F LC inh	FadD28 binding	BoNT-A LC inh2	Mtb BioA inh	GDH-TPI counter	PfHsp40 rescue	Anthrax LF inh2	Mtb FBA inh	UGM FP inh
- CC1CCN(S(=O)(=O)c2cnc(Cl)c(Br)c2)CC1
    0	-1.2	-0.3	x	-1	-0.2	1	3	-0.8
- CSc1ccc(C(=O)N2CCC(n3nccc3NC(=O)C3CC3)CC2)cc1
    x	-1.8	x	-0.6	8	1.7	x	4	-3.4
- Cc1ccc(S(=O)(=O)N(C)CC(O)Cn2c3ccccc3c3ccccc32)cc1 (configuration not stated)
    3	-3.6	-0.3	0.3	-3	6.4	0	-2	0.0
- CC(=O)n1cc(C=C2C(=O)NC(=O)NC2=O)c2ccccc21
    -9	0.2	-2.4	-1.2	-6	-0.3	-3	0	1.4
- Cc1csc2nc(SCC(=O)N3CCN(c4ccccc4)CC3)[nH]c(=O)c12
    -3	0.2	-1.9	16	4	-1.7	-4	3	0.1
- CCN(CC)CCNC(=O)Cn1nc(Cc2ccncc2)c2ccccc2c1=O
    5	x	-1.7	-1.2	-6	-0.5	-1	1	-3.4
- C=CCSc1nc(C)c(CC(=O)OCC(C)C)c(=O)[nH]1
    -3	-2.4	0.3	-0.9	1	0.5	0	-2	0.9
- COc1cc(C2C3C(=O)N(Cc4ccccc4)C(=O)C3ON2c2ccccc2)cc(OC)c1O (configuration not stated)
    u	-2.5	0.5	-0.1	-4	0.4	1	-3	2.0
- O=C(CCCCCCC(=O)NCc1ccccc1)NCc1ccccc1
    3	-0.5	-4.2	1.5	-4	-0.2	0	0	0.9
- O=C(CN(C(=O)c1csnn1)c1cccc2ccccc12)NCc1ccccc1
    1	-0.4	-1.1	-0.8	-2	-0.3	-1	0	-0.8
- CCC(=O)NC(NC(=S)Nc1ccc(S(N)(=O)=O)cc1)C(Cl)(Cl)Cl (configuration not stated)
    -2	-4.0	-0.6	x	4	-1.1	-3	-1	0.5
- NS(=O)(=O)c1ccc2c(c1)C(=NO)c1cc(S(N)(=O)=O)ccc1-2
    3	-4.8	-3.5	0.9	-4	1.3	-2	5	1.0
- COc1cc(C2C(C(=O)OCCC#N)=C(C)NC3=C2S(=O)(=O)c2ccccc23)cc(OC)c1OC (configuration not stated)
    -4	-2.8	-1.0	x	5	0.1	3	1	1.2
- COc1ccc(N(CC(=O)NCc2ccncc2)S(=O)(=O)c2ccc(C)c([N+](=O)[O-])c2)cc1
    4	-5.1	0.7	x	3	0.5	-4	1	3.4
- S=c1nc2ccccc2c2nc(-c3ccccc3)[nH]n12
    8	-0.3	0.2	-2.8	15	-1.9	3	0	2.9
- O=C(Nc1ccc(N2CCOCC2)c([N+](=O)[O-])c1)c1ccco1
    5	-1.1	1.0	x	11	-0.8	-10	3	-0.4
- COc1ccccc1P(=O)(c1ccccc1)c1ccccc1
    6	-2.0	5.6	-0.7	-3	6.3	11	2	0.5
- Cc1ccc(NS(=O)(=O)c2cccc(C(=O)NCc3ccccn3)c2)cc1
    -1	-0.3	-1.8	0.3	4	0.0	-2	3	0.6
- CCOC(=O)N1CCN(CC(=O)c2ccc(O)cc2O)CC1
    1	-3.9	0.9	-3.1	22	0.9	0	-1	0.1

Some entries already given, limited to FadD28 binding and Mtb BioA inh:
SMILES,FadD28 binding,Mtb BioA inh
COc1ccc(N(CC(=O)NCc2ccncc2)S(=O)(=O)c2ccc(C)c([N+](=O)[O-])c2)cc1,-5.1,x
Cc1cccc(CC(c2cccc(C)c2)N(C)C)c1 (configuration not stated),-1.5,-0.2
